M5 PAM: human M5 muscarinic receptor positive allosteric modulators, primary screen, CHO-K1 cells, Fluo-8 calcium fluorescence | Muscarinic acetylcholine receptor M5 (Homo sapiens), P08912 | CHO-K1 hM5, ACh EC20 PAM; 0% = ACh EC20, 100% = ACh EC100 | activation, % at 3 µM | 360,000 compounds, 0.3% hits | AID 624038, 2012;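 active = activation above the run cutoff, the mean activation of all test compounds plus 3 SD, cut at about 18% in these data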
Target sequence (P08912 whole entry, looked up): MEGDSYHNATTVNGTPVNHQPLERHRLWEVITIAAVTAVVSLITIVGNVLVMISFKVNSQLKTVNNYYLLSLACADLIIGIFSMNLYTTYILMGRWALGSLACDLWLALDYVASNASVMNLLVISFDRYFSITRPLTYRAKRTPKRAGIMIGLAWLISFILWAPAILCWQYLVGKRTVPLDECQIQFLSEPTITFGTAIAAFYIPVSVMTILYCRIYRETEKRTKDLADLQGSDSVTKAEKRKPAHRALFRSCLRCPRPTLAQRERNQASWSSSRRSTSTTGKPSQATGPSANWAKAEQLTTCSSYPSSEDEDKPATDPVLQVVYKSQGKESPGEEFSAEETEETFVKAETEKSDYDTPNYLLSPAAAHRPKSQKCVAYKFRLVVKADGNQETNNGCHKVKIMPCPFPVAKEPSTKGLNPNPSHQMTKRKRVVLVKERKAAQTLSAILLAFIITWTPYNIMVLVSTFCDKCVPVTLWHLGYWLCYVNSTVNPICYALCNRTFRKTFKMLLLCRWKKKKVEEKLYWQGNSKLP
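Assay system: CHO-K1 hM5 cells / Incubation: Fluo-8 loading 80 min at 37 °C plus 30 min room temperature / Technique: Fluo-8 calcium dye fluorescence, kinetic read / Repeats: single replicate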
CHRM4 PAM: human M4 muscarinic receptor positive allosteric modulators, primary screen, CHO-K1 cells, Fluo-8 calcium fluorescence; activation, % at 3 µM; Muscarinic acetylcholine receptor M4 (Homo sapiens), P08173; AID 624126, 2012; 360,000 compounds, 0.4% hits; CHO-K1 hM4/Gqi5, ACh EC20; 0% = ACh EC20, 100% = maximal ACh;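 active = activation above its plate's cutoff, the mean activation of sample wells plus 3 SD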; also: some results filed as inactive read as strong as hits
Target sequence (P08173 whole entry, looked up): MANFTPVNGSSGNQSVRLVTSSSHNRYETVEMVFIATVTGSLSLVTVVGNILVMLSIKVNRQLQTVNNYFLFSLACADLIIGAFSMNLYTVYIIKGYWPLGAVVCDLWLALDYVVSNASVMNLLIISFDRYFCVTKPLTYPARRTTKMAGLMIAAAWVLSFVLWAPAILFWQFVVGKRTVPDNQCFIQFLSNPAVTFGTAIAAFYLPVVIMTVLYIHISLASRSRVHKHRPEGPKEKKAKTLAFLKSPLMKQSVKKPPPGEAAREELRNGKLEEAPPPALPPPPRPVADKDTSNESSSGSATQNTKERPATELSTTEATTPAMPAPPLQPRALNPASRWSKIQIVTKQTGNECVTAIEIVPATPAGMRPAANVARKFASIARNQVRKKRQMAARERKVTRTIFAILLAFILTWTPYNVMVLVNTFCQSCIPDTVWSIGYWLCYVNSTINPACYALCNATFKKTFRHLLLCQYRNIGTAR
IDE cell inh: human IDE inhibitors in live cells, primary screen, fluorescence polarization, HEK cells, FAbetaB substrate; FAbetaB cleavage; 320,000 compounds, 0.41% hits; AID 434962, 2010; Insulin-degrading enzyme (Homo sapiens), P14735; inhibition, % at 5.59 µM;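 active = percent inhibition above the average of all tested compounds plus 3 SD, set per screening campaign, cut at about 16% in these data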;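 also: IDE supplied by intact live HEK cells; FP after avidin binding of uncleaved biotin substrate so inhibition keeps polarization high; 0% = DMSO wells and 100% = 60 µM reference IDE inhibitor Ii1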
CRFR2-BP antag: antagonists of CRF-BP/CRF-R2 complex, primary screen, cell-based, HEK293, calcium dye fluorescence, uHTS | inhibition, % at 11.8 µM | 350,000 compounds, 0.59% hits | AID 588475, 2011 | CRF-induced calcium fluorescence;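 active = inhibition of the ligand-induced calcium signal above about 50% at the single tested concentration, limit read from the data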
M4 antag: human M4 muscarinic receptor antagonists, primary screen, CHO cells, Fluo-8 calcium fluorescence. CHO-hM4 cells, ACh EC80. inhibition, % at 3 µM. 360,000 compounds, 0.73% hits. AID 624125, 2012;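 active = inhibition above its plate's cutoff, the mean inhibition of sample wells plus 3 SD, cut at about 27% in these data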;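 also: 0% = acetylcholine EC80 with DMSO and 100% = DMSO without agonist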
CRFBP-R2 agonist: agonists of CRF-BP/CRF-R2 complex, primary screen, cell-based, HEK293, calcium dye fluorescence, uHTS. calcium dye fluorescence (FLIPR); percent of saturating CRF peptide response. activation, % at 13.2 µM. CRF-binding protein / CRF receptor 2 complex (human). AID 588473, 2011. 350,000 compounds, 0.46% hits;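 active = activation of at least 50%, plus an integration ratio under a set limit after plate pattern correction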;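 also: plate controls were neutral control wells without compound for no effect and CRF at EC100 for full effect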
M5 ag: human M5 muscarinic receptor agonists, primary screen, CHO-K1 cells, Fluo-8 calcium fluorescence. Muscarinic acetylcholine receptor M5 (Homo sapiens), P08912. CHO-K1 hM5 cells; 0% DMSO wells, 100% maximal acetylcholine response. activation, % at 3 µM. 360,000 compounds, 0.19% hits. AID 624037, 2012;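 active = activation above the run's mean over test compounds plus 3 SD, cut at about 23% in these data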;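 also: signal is peak over basal fluorescence ratio across the kinetic read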
CHRM5 antagonist: human M5 muscarinic receptor antagonists, primary screen, CHO cells, Fluo-8 calcium fluorescence | Muscarinic acetylcholine receptor M5 (Homo sapiens), P08912 | CHO-hM5 cells, ACh EC80 | inhibition, % at 3 µM | 360,000 compounds, 0.59% hits | AID 624040, 2012;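 active = inhibition above a per-plate cutoff, the mean of that plate's test compounds plus 3 SD, cut at about 27% in these data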;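 also: 0% = acetylcholine EC80 with DMSO and 100% = DMSO without agonist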
M4 ag: human M4 muscarinic receptor agonists, primary screen, CHO-K1 cells, Fluo-8 calcium fluorescence | Muscarinic acetylcholine receptor M4 (Homo sapiens), P08173 | CHO-K1 hM4/Gqi5; vehicle 0%, full acetylcholine response 100% | activation, % at 3 µM | 360,000 compounds, 0.14% hits;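 active = activation above the run mean over all test wells plus 3 SD, cut at about 32% in these data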;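 also: peak over basal fluorescence ratio per well then scaled between controls; 0% = DMSO wells and 100% = acetylcholine at EC100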
An asterisk follows results filed as active. Random draw from the library, and some 2.9% of all compounds hit somewhere here.

COC(=O)CN1C(c2ccc(OC)cc2)=Nc2ccc(Cl)cc2C1c1ccccc1 (stereo not given) was read as M5 PAM -1.8, CHRM4 PAM 4.8, IDE cell inh -3.1, CRFR2-BP antag 22.1, M4 antag -4.5, CRFBP-R2 agonist 4.0, M5 ag -3.1, CHRM5 antagonist 3.0 and M4 ag 0.1.
For Cc1[nH]c2ccccc2c1CCN(Cc1cccnc1)C(=S)Nc1cccc(F)c1 the results were M5 PAM 0.8, CHRM4 PAM -6.2, IDE cell inh 0.9, CRFR2-BP antag -18.7, M4 antag -5.8, CRFBP-R2 agonist -0.2, M5 ag -3.2, CHRM5 antagonist 9.2 and M4 ag 4.1.
Screening COc1ccc(N2CCN(C(=O)CSc3nnc(-c4cccnc4)n3-c3ccc(F)cc3)CC2)cc1 returned M5 PAM 2.2, CHRM4 PAM -4.1, IDE cell inh 3.0, CRFR2-BP antag 8.5, M4 antag 6.5, CRFBP-R2 agonist 0.2, M5 ag 1.1, CHRM5 antagonist 2.5 and M4 ag 0.9.
`CN(C)c1ccc(CNC(=O)C2Cc3c(-c4cccc(C(N)=O)c4)ccnc3O2)cc1` (stereo not given) gave M5 PAM 3.2, CHRM4 PAM 1.4, M4 antag 1.3, M5 ag 1.5, CHRM5 antagonist -0.2 and M4 ag 2.2.
CCOC(CNc1cc(C)nc2c(-c3ccccc3OC)c(C)nn12)OCC was read as M5 PAM 0.0, CHRM4 PAM 0.6, IDE cell inh -1.0, CRFR2-BP antag -3.0, M4 antag -1.3, CRFBP-R2 agonist -5.9, M5 ag -4.5, CHRM5 antagonist -2.2 and M4 ag 0.1.
`O=C(N/N=C/c1ccccc1)c1cccc2ccccc12` gave M5 PAM 1.6, CHRM4 PAM -2.1, IDE cell inh 7.0, CRFR2-BP antag -14.5, M4 antag -13.1, CRFBP-R2 agonist 0.3, M5 ag -3.1, CHRM5 antagonist 3.9 and M4 ag 3.4.
CC(C)CN(C(=O)c1ccc(S(=O)(=O)N2CCCC2)cc1)C1CCS(=O)(=O)C1 (stereo not given) was read as M5 PAM 9.1, CHRM4 PAM -0.1, IDE cell inh -1.1, CRFR2-BP antag 3.0, M4 antag 3.8, CRFBP-R2 agonist -1.0, M5 ag -4.3, CHRM5 antagonist -11.3 and M4 ag 0.8.
For COc1ccc(NC(=O)c2ccc(-c3ccc([N+](=O)[O-])cc3)o2)cc1OC the results were M5 PAM -0.3, CHRM4 PAM 0.4, IDE cell inh 0.0, CRFR2-BP antag 14.5, M4 antag -16.9, CRFBP-R2 agonist 1.7, M5 ag 1.3, CHRM5 antagonist -8.6 and M4 ag 2.9.
Screening O=C(NC1CCCC1)C(c1c(F)cccc1Cl)N(C(=O)c1csnn1)C1CC1 (stereo not given) returned M5 PAM -1.1, CHRM4 PAM 3.8, IDE cell inh 1.6, CRFR2-BP antag 8.7, M4 antag -1.9, CRFBP-R2 agonist -0.9, M5 ag -3.0, CHRM5 antagonist 8.0 and M4 ag 0.7.
Screening CCC(C)NC(=O)c1cn(CC)c2ccc(S(=O)(=O)N3CCCCC3)cc2c1=O (stereo not given) returned M5 PAM -5.6, CHRM4 PAM -0.9, IDE cell inh 1.2, CRFR2-BP antag -11.5, M4 antag -3.6, CRFBP-R2 agonist -1.7, M5 ag -4.5, CHRM5 antagonist 17.4 and M4 ag 4.3.
For Cc1ccc(NC(=O)c2c(C)noc2C)cc1S(=O)(=O)N1CCOCC1 the results were M5 PAM 7.4, CHRM4 PAM 1.8, IDE cell inh 2.0, CRFR2-BP antag -6.5, M4 antag -6.1, CRFBP-R2 agonist -2.3, M5 ag 2.9, CHRM5 antagonist 18.1 and M4 ag 2.3.
`Cc1cc(Cl)c(S(=O)(=O)Nc2ccc3c(c2)OCCO3)cc1OCC(=O)NC1CCCCC1` gave M5 PAM -3.5, CHRM4 PAM -9.3, IDE cell inh -8.8, CRFR2-BP antag 7.4, M4 antag 3.7, CRFBP-R2 agonist -0.9, M5 ag 3.8, CHRM5 antagonist 4.1 and M4 ag 1.4.
Screening COc1ccc(-n2c(=O)c3ccccc3n(CC(=O)Nc3ccccc3OC)c2=O)cc1 returned M5 PAM 2.8, CHRM4 PAM 1.1, IDE cell inh -1.6, CRFR2-BP antag 5.9, M4 antag -4.0, CRFBP-R2 agonist 0.5, M5 ag -3.4, CHRM5 antagonist 0.8 and M4 ag 0.5.
COc1ccc(CCNS(=O)(=O)CC23CCC(CC2=O)C3(C)C)cc1OC (stereo not given) was read as M5 PAM -3.5, CHRM4 PAM -2.5, IDE cell inh 4.5, CRFR2-BP antag -0.6, M4 antag 1.8, CRFBP-R2 agonist 1.0, M5 ag 1.5, CHRM5 antagonist 10.3 and M4 ag 0.9.
O=C(Cn1nc(-c2ccccc2)ccc1=O)Nc1ccc(N2CCN(C(=O)c3ccccc3)CC2)cc1 was read as M5 PAM -4.3, CHRM4 PAM -7.8, IDE cell inh 0.0, CRFR2-BP antag 7.0, M4 antag 8.0, CRFBP-R2 agonist -1.0, M5 ag -1.2, CHRM5 antagonist 7.5 and M4 ag 0.4.

Looked up one by one from the entries so far:
For Cc1[nH]c2ccccc2c1CCN(Cc1cccnc1)C(=S)Nc1cccc(F)c1 the results were M5 PAM 0.8, CHRM4 PAM -6.2, IDE cell inh 0.9, CRFR2-BP antag -18.7, M4 antag -5.8, CRFBP-R2 agonist -0.2, M5 ag -3.2, CHRM5 antagonist 9.2 and M4 ag 4.1.
For COc1ccc(NC(=O)c2ccc(-c3ccc([N+](=O)[O-])cc3)o2)cc1OC the results were M5 PAM -0.3, CHRM4 PAM 0.4, IDE cell inh 0.0, CRFR2-BP antag 14.5, M4 antag -16.9, CRFBP-R2 agonist 1.7, M5 ag 1.3, CHRM5 antagonist -8.6 and M4 ag 2.9.

Next entries
For Cc1ccc(S(=O)(=O)N(C)C)cc1NC(=O)COC(=O)C1(c2ccccc2)CC1 the results were M5 PAM 5.4, CHRM4 PAM -3.3, IDE cell inh -0.1, CRFR2-BP antag 9.0, M4 antag -6.3, CRFBP-R2 agonist -1.8, M5 ag -1.4, CHRM5 antagonist -3.7 and M4 ag 2.5.
Screening O=C(Nc1ccc(C(=O)NCC2CCN(Cc3ccccc3F)CC2)cc1)C1=CSCCO1 returned M5 PAM -4.5, CHRM4 PAM -10.0, IDE cell inh 0.9, CRFR2-BP antag -4.8, M4 antag 15.3, CRFBP-R2 agonist -0.6, M5 ag -8.2, CHRM5 antagonist 6.7 and M4 ag 1.5.
`Cc1cc(C(=O)COC(=O)c2ccc3c(c2)OCO3)c(C)n1Cc1cccs1` gave M5 PAM -11.7, CHRM4 PAM -7.6, IDE cell inh 2.5, CRFR2-BP antag -1.0, M4 antag 4.9, CRFBP-R2 agonist 0.8, M5 ag -7.8, CHRM5 antagonist 3.4 and M4 ag 1.9.
Screening O=C(O)c1c2c(nc3ccc(S(=O)(=O)N4CCC(C(=O)N5CCCCC5)CC4)cc13)CCCC2 returned M5 PAM -2.3, CHRM4 PAM 4.1, IDE cell inh 4.8, CRFR2-BP antag 22.4, M4 antag -13.5, CRFBP-R2 agonist -0.6, M5 ag 1.8, CHRM5 antagonist -0.6 and M4 ag 0.8.
Screening COc1cccc(C(=O)N/N=C/c2ccc(Oc3ccc([N+](=O)[O-])cn3)c(OC)c2)c1 returned M5 PAM -9.9, CHRM4 PAM 0.9, IDE cell inh -12.2, CRFR2-BP antag -11.2, M4 antag -9.6, CRFBP-R2 agonist -1.3, M5 ag -0.2, CHRM5 antagonist 3.3 and M4 ag 6.2.
Screening Cn1cc(SCC(=O)O)c2ccccc21 returned M5 PAM -2.3, CHRM4 PAM 15.8, IDE cell inh 9.5, CRFR2-BP antag 6.4, M4 antag 0.0, CRFBP-R2 agonist 1.1, M5 ag 0.6, CHRM5 antagonist -1.2 and M4 ag 1.2.
Screening FC(F)(F)c1cc(-c2ccc(Cl)cc2)nc2ncnn12 returned M5 PAM -2.4, CHRM4 PAM 4.4, IDE cell inh 0.9, CRFR2-BP antag -12.4, M4 antag 1.3, CRFBP-R2 agonist -1.7, M5 ag -5.3, CHRM5 antagonist 1.0 and M4 ag -0.7.
For O=C(NNC(=O)c1cccs1)c1ccc(Br)o1 the results were M5 PAM -3.5, CHRM4 PAM 2.4, IDE cell inh 3.2, CRFR2-BP antag 20.3, M4 antag -4.8, CRFBP-R2 agonist 0.8, M5 ag -1.6, CHRM5 antagonist 4.2 and M4 ag 0.1.
`Cc1c(Cl)cccc1NC(=O)CCN1CCOCC1` gave M5 PAM -0.8, CHRM4 PAM -5.7, IDE cell inh 3.7, CRFR2-BP antag 2.5, M4 antag 7.5, CRFBP-R2 agonist -0.6, M5 ag -1.4, CHRM5 antagonist 9.6 and M4 ag 0.2.
CC1=C(C(=O)NCCN2CCN(C)CC2)C2(CCC(C)CC2)OC1=O (stereo not given) was read as M5 PAM -0.2, CHRM4 PAM -2.9, IDE cell inh 6.5, CRFR2-BP antag 2.8, M4 antag 5.3, CRFBP-R2 agonist 4.4, M5 ag -3.3, CHRM5 antagonist 0.0 and M4 ag 0.3.
`Cn1nc(C(=O)OCC(=O)Nc2cccc(S(=O)(=O)N3CCCC3)c2)c2ccccc2c1=O` gave M5 PAM -14.7, CHRM4 PAM -30.3, IDE cell inh -0.8, CRFR2-BP antag 13.8, M4 antag -3.4, CRFBP-R2 agonist -2.2, M5 ag -3.5, CHRM5 antagonist 9.4 and M4 ag 7.8.
Cc1ccc(NN2C(=O)C=CC2=O)cc1 was read as M5 PAM 0.8, CHRM4 PAM 14.1, IDE cell inh 1.1, CRFR2-BP antag 11.6, M4 antag -9.6, CRFBP-R2 agonist -2.4, M5 ag -3.0, CHRM5 antagonist -4.4 and M4 ag 1.3.
Screening Cc1cc(NC(=O)Nc2ccc(F)cc2F)n(C)n1 returned M5 PAM 6.0, CHRM4 PAM -0.9, IDE cell inh 1.9, CRFR2-BP antag -9.6, M4 antag 3.0, CRFBP-R2 agonist -0.5, M5 ag -2.0, CHRM5 antagonist -3.7 and M4 ag -0.1.
For O=C(CSc1nnc(CNc2ccc(F)cc2)n1-c1ccccc1)N1CCOCC1 the results were M5 PAM 13.1, CHRM4 PAM 16.0, IDE cell inh 3.0, CRFR2-BP antag -2.8, M4 antag 3.9, CRFBP-R2 agonist 2.2, M5 ag 0.4, CHRM5 antagonist 7.6 and M4 ag 1.7.
`Cc1[nH]c(C)c(S(=O)(=O)N(Cc2ccccc2)C(C)(C)C)c1C(=O)N1CCCC1` gave M5 PAM -9.4, CHRM4 PAM -1.1, IDE cell inh 3.6, CRFR2-BP antag 18.0, M4 antag -0.8, CRFBP-R2 agonist 0.2, M5 ag -3.7, CHRM5 antagonist 13.1 and M4 ag 2.6.
